HBB splicing – modulators of hemoglobin beta chain splicing | HBB splicing reporter cell assay, activation; EGFP reporter with mutant IVS2-654 intron; response scale: normalised to 500 nM splice-correcting PNA | 0.06% of 65,000 active | AID 925 | Potency, µM (titrated, usually from 46.1 µM), for the others: at the highest dose activation, usual class: activators; also: potency is read from the fitted curve at half-maximal effect; 0% is about no effect
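Compounds were applied for 2 days to HeLa EGFP-654 cells, 500/well in Optimem with 2% FCS. The reporter's EGFP is disrupted by mis-splicing of beta-globin intron IVS2-654. Readout: summed well GFP fluorescence from 488 nm laser scanning; reference was 500 nM antisense […] 654 PNA.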
Hsp90 Hop PPI – changes Hsp90-Hop TPR2A binding signal, up or down; AlphaScreen TPR2A-His6 binding biotin-Hsp90 C-terminal peptide; Potency, µM (top dose mostly 57 µM), for inactives: at the highest dose activity change, negative = inhibition; 0.44% of 71,000 active; active = well fitted curve in either direction with a large enough effect; inconclusive = small, poorly fitted or top-dose-only effect, or another doubt; also: potency is read from the fitted curve at half-maximal effect; % is scaled to controls: 0 for no effect and ±100 for the full control effect; many of its hits are not listed in these tables
4-MU autofl – 4-MU region autofluorescence. max dye-equivalent concentration, M. 11% of 59,000 active. AID 589. compound autofluorescence, 340/450 nm, 4-MU equivalents; active compounds read high; in the data active = max dye-equivalent concentration above about 10 nM; inconclusive = mostly about 1.1 nM to 9.6 nM
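Compounds in 100 mM Tris, pH 8.0, sat 15 min at room temperature before fluorescence was read at 340 nm excitation/450 nm emission; a per-plate six-point 4-MU standard curve converted signals to dye-equivalent concentration at each compound concentration.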
GFP derepression – epigenetic modulators derepressing GFP locus in mouse cells | Potency, µM (top dose mostly 46.1 µM), for inactives: top-dose GFP derepression (activation) | AID 597 | 0.09% of 68,000 active | mouse C127i GFP locus derepression, cytometry, 30 h; also: % of control where 0% means no effect
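Read-out is the number of GFP-positive cells, scored as fluorescent objects 20 to 120 um wide, reflecting derepression of a silenced CMV-GFP reporter in murine C127i cells after 30 h compound exposure at 37 C.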
Luciferase inh – inhibitors of firefly luciferase | P08659 | purified firefly luciferase, luminescence, 8 min | Potency, µM (doses to about 57.1 µM), for inactives: top-dose activity change, negative = inhibition, most hits filed as inhibitors | 2.2% of 72,000 active; also: potency is read from the fitted curve at half-maximal effect; % is scaled to controls: 0 for no effect and ±100 for the full control effect; nearly all actives have a fitted effect of over 40% in size
Target sequence (P08659 whole entry, looked up): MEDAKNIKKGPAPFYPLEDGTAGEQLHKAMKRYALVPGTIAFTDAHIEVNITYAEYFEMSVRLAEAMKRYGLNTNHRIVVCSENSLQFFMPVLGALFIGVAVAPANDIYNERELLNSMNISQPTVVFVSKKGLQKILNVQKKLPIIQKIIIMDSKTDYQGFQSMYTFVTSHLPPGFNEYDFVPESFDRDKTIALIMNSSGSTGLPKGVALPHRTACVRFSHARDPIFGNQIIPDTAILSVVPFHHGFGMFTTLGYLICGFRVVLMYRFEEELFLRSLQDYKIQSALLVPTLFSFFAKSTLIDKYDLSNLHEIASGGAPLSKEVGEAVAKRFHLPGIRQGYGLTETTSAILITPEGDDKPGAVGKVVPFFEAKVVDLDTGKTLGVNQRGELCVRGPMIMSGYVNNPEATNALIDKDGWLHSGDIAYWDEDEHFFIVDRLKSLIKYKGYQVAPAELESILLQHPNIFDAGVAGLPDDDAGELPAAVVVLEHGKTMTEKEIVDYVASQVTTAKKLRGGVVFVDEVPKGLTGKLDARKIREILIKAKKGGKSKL
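qHTS concentration-response profiling: light output of P. pyralis luciferase with luciferin and 10 uM ATP, imidazole buffer pH 7.2. Read by luminescence after 8-min room-temperature incubation.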
CRE-bla Fsk – CRE-bla signaling modulation under forskolin stimulation; Potency, µM (highest dose often 38.2 µM), for the others: at the highest dose activity change, negative = inhibition, hits mostly activators; 2.5% of 71,000 active; CHO CRE-bla reporter (cAMP response element driving beta-lactamase), forskolin EC10, beta-lactamase ratio; AID 662; active = well fitted activation curve with a large enough effect in the signal ratio, with a control signal flat, not every such curve was filed as active; inconclusive = small, poorly fitted or top-dose-only effect, or effect the other way, or a change in a side signal; the % refers to the signal ratio; also: potency is read from the fitted curve at half-maximal effect; % of control where 0% means no effect
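AC50 values, positive or negative, reflect shifts in EC10 NKH 477-induced CRE-bla reporter activity in CHO cells. Incubation lasted 3 h at 37 °C before CCF4 substrate (2 h, room temperature) and ratiometric 460/530 nm reading.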
Texas Red fluor – compound fluoresces in the Texas Red spectral region | Compound fluorescence, Texas Red channel, 547/618 nm; active compounds read high | max dye-equivalent concentration, M | AID 587 | 0.06% of 59,000 active; in the data active = max dye-equivalent concentration above about 10 nM; inconclusive = between about 1.1 nM and that limit
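Dye-equivalent concentrations come from scaling compound signal (ex 547, em 618 nm) to six Texas Red standard concentrations run on every plate, after 15 min room-temperature incubation in pH 8.0 Tris (100 mM).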
ERK AVP block – vasopressin-driven ERK pathway inhibition; HEK293-V1b, vasopressin-stimulated pERK AlphaScreen; AID 995; 0.99% of 72,000 active; Potency, µM (titrated, usually from 57.5 µM), without a hit: at the highest dose activity, negative = inhibition, usual class: inhibitors; also: potency is read from the fitted curve at half-maximal effect; % is scaled to controls: 0 for no effect and ±100 for the full control effect; nearly all actives have a fitted effect of over 55% in size
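HEK293 cells stably expressing V1b receptor, seeded overnight in 1% FBS, were treated with compounds for 30 min at 37C, then stimulated 5 min with 25 nM vasopressin; phospho-ERK read by AlphaScreen SureFire after lysis.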
A350 autofl – compound fluoresces in the Alexa 350 spectral region | 11% of 59,000 active | Compound autofluorescence, 340/450 nm, Alexa 350 dye-equivalents; active compounds read high | max dye-equivalent concentration, M; in the data active = max dye-equivalent concentration above about 10 nM; inconclusive = mostly about 1.1 nM to 9.6 nM
Fluorescein autfl – compound autofluorescence in fluorescein spectral region; AID 593; max fluorescein-equivalent concentration, M; Compound autofluorescence, 480/540 nm, fluorescein-equivalent; active compounds read high; 0.91% of 59,000 active; in the data active = max fluorescein-equivalent concentration above about 10 nM; inconclusive = between about 1.1 nM and that limit
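Read-out is intrinsic compound fluorescence at 480/540 nm (excitation/emission), expressed as dye-equivalent concentration using a fluorescein standard series run on every plate. Compounds sat 15 min at room temperature in 100 mM Tris, pH 8.0.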
Ub-GFP proteasome – ubiquitin-GFP accumulation via proteasome inhibition; Ubiquitin-GFP reporter cells, proteasome inhibition, GFP fluorescence; response scale: untreated = 0%, 10 µM MG-132 = 100%; Potency, µM (titrated, usually from 45.9 µM), for inactives: at the highest dose activation (GFP accumulation), most hits filed as activators; 67,000 tested, under 10 active; AID 526; active = well fitted activation curve with a large enough effect, not every such curve was filed as active; inconclusive = small, poorly fitted or top-dose-only effect, or another doubt; inactive = no such curve, though single readings can be large or run the other way; also: potency is read from the fitted curve at half-maximal effect
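GFP accumulation read-out: laser plate cytometry counting ubiquitin(G76V)-GFP-expressing U2OS cells after 4 hr compound exposure at 37 °C. Titrations spanned 46 uM to 2.9 nM; 0% = basal, 100% = 10 uM MG-132; concentration-response curves fitted.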
Starred values were filed as active, the others as inactive; i = inactive; ? = inconclusive; · = not tested or not shown; [ ] = remark or other dose. Unless noted, calls follow the shape of the dose curve; as a rule, active = well fitted curve in the direction sought with a large enough effect; inconclusive = small, poorly fitted or top-dose-only effect, or another doubt; inactive = no such curve, though single readings can be large; an effect the other way counts as inactive or inconclusive. Not all compounds are listed; rates above refer to the full screens.

SMILES | HBB splicing | Hsp90 Hop PPI | 4-MU autofl | GFP derepression | Luciferase inh | CRE-bla Fsk | Texas Red fluor | ERK AVP block | A350 autofl | Fluorescein autfl | Ub-GFP proteasome
Cc1nc2ccc(C(=O)O)cc2c2c1CC(C)S2 (stereo unspecified) | 2.7% | -2% | 1.9e-07M* | 0% | 0% | ? | ? | -14% | 1.7e-07M* | i | -14%
CC(C)OCCCNC(=O)c1ccc(N(C)S(C)(=O)=O)cc1 | -1.5% | -2% | i | 3% | 0% | 0% | i | 7% | i | ? | 8%
O=C(CC1=NCCNC(c2ccccc2)C1)c1ccccc1O (stereo unspecified) | · | 5% | i | -1% | -3% | -8% | i | -15% | i | ? | 2%
Cn1c(-c2ccc3c(c2)OCO3)cnc1N | 0.3%[57.5 µM] | -23% | i | -4% | -4% | -8% | i | 18% | i | ? | 3%
Cn1c(C(=O)NCCCN2CCCC2=O)cc2c(=O)n(C)c3ccccc3c21 | -0.8% | -2%[2.3 µM] | · | · | -4% | 4µM* | · | ? | · | · | 0%
O=C1Nc2ccc(S(=O)(=O)NCc3ccccn3)c3cccc1c23 | 1.4% | 0% | 1.3e-06M* | -1% | 0% | ? | ? | -28% | 1.4e-06M* | i | 0%
Cc1nn(C)c(C)c1CNC(=O)c1cc2n(n1)C(C(F)(F)F)CC(c1cccs1)N2 (stereo unspecified) | · | -3% | i | -1% | 1% | 4% | i | 32µM* | i | ? | 5%
O=C(CCCC(=O)N(CC(=O)NC1CCCC1)Cc1ccc2c(c1)OCO2)Nc1ccccn1 | -0.4%[57.5 µM] | -5% | i | -1% | 2% | -19% | i | -7% | i | ? | -2%
COc1cccc(C2CC(c3ccc(C)cc3)n3ncnc3N2)c1 (stereo unspecified) | -0.3% | -2%[2.3 µM] | · | · | -5% | 5% | · | -9% | · | · | -2%
[O-][n+]1c2c(nn1-c1ccccc1Cl)-c1nonc1CC2 | 0.4% | -1% | i | 0% | -2% | ? | i | 5% | i | ? | -3%
O=S(=O)(c1cccc2c(I)cccc12)N1CCCNCC1 | 0.0% | -24% | i | 1% | -11% | -9% | ? | 14% | i | i | 3%
C[C@@H]1CCCC(CC(=O)O)(CC(=O)O)C1 | 0.6%[9.22 µM] | -2%[11 µM] | i | 0%[9.22 µM] | -1%[11.4 µM] | -4%[7.6 µM] | i | 1%[11.5 µM] | i | i | 10%[9.17 µM]
O=C(COc1ccc(S(=O)(=O)N2CCCC2)cc1)NCCC1=CCCCC1 | -1.0% | 2% | i | 0% | 2% | -5% | i | -12% | i | i | 1%
COc1ccc(C2C3=C(CC(C)(C)CC3=O)Oc3ncn(Cc4ccco4)c(=N)c32)cc1 (stereo unspecified) | 3.2%[0.369 µM] | -24% | i | 0% | 4% | 15% | i | ? | i | i | ·
COc1ccc(-c2ccc(-c3noc(-c4ccco4)n3)c(OC)n2)cc1 | 5.1% | 0% | 1.1e-07M* | 28% | 2% | 27% | i | 18% | 1.2e-07M* | ? | 3%
CC(=O)Nc1ccc(S(=O)(=O)N=S(C)C)cc1 | 1.5%[9.22 µM] | 1%[11 µM] | i | 0%[9.22 µM] | 3%[11.4 µM] | 7%[7.6 µM] | i | -16%[11.5 µM] | i | i | -4%[9.17 µM]
NC(=O)c1ccc(-n2nnnc2SCC(=O)Nc2ccc(N3CCOCC3)c(Cl)c2)cc1 | -0.8% | -2% | i | 3% | -2% | 13% | ? | -1% | i | i | -2%
CCn1c(N)c(C(=O)NCCCOC)sc1=S | -1.2% | -9% | i | 0% | -4% | -6% | i | 14% | i | i | 5%
CCCc1[nH]nc2c1C1(C(=O)N(CC)c3ccccc31)C(C#N)=C(N)O2 (stereo unspecified) | -1.2%[57.5 µM] | -1% | ? | 2% | 0% | 3% | i | ? | ? | ? | -2%
CCc1ccccc1NS(=O)(=O)c1ccc(SC)cc1 | -0.5% | 5% | i | 6% | 0% | 14% | i | -5% | i | i | -3%
CCOC(=O)c1sc(NC(=O)c2ccc3ncsc3c2)nc1C | 1.2% | -4% | · | · | -15% | 13µM* | · | · | · | · | 5%
O=C(NCCc1ccccc1)c1ccncc1 | -0.2%[9.22 µM] | -2% | · | 1% | -8% | -5% | · | -8% | · | · | 17%
CCc1nn(CC(=O)NCCCN2CCc3ccccc3C2)c(=O)c2cc3sccc3n12 | -1.2% | -8% | · | 2% | 1% | -25% | · | -11% | · | · | 7%
COCC(=O)Oc1c(S(=O)(=O)c2ccc(C)cc2)c(C)nn1-c1ccccc1 | -1.1% | -2% | i | 9% | 0% | -13% | i | 15% | i | ? | -5%
CC1Cc2nc(SCC(=O)Nc3ccccc3F)n(C)c(=O)c2S1 (stereo unspecified) | 0.1% | -16% | i | 2% | 0% | 5% | i | 3% | i | i | -11%
O=C(NCC1CCCO1)C1CC(c2ccc(Cl)c(Cl)c2)=NO1 (stereo unspecified) | -0.4% | -6% | i | -3% | 0% | 1% | i | -8% | i | i | 3%
CC12CN3CC(C)(CN(C1)C3c1ccc(Br)cc1)C2=O (stereo unspecified) | 1.0%[9.22 µM] | -2% | · | 6% | 3% | -1% | · | 4% | · | · | 10%
CC1CCN(Cc2ccc(NC(=O)C3CCN(c4nnc(-n5cccc5)s4)CC3)cc2)CC1 | -0.3% | -10% | · | 3% | 1% | -16% | · | -16% | · | · | -9%
O=C(NC1CCCCC1)C1CCCN(S(=O)(=O)c2cnc[nH]2)C1 (stereo unspecified) | 0.1% | ? | · | 7% | 2% | 1% | · | 34% | · | · | 6%
COc1ccc2[nH]cc(CCNc3ncnc4ccc(-c5cccc(C#N)c5)cc34)c2c1 | 0.4% | -12% | i | 0%[9.22 µM] | -1%[2.29 µM] | 2.5µM* | i | -18% | i | i | 5%
CC(C)CCN1CC(C(=O)NCc2ccccc2)CC1=O (stereo unspecified) | -1.9% | -4% | i | -1% | -1% | ? | ? | 4% | i | i | -2%
C[N+]1(CCN=C=NC2CCCCC2)CCOCC1 | 6.0%[9.22 µM] | -2%[11 µM] | i | 0%[9.22 µM] | 4%[11.4 µM] | 6%[7.6 µM] | i | 13%[11.5 µM] | i | i | -8%[9.17 µM]
Cc1ccc2cc(C#N)c(SCC(=O)NCC3CCCO3)nc2c1C (stereo unspecified) | -3.1% | 1% | i | 0% | 0% | 3% | ? | 11% | i | ? | 3%
CC(=O)Oc1c(S(=O)(=O)c2ccc(C)cc2)c(C)nn1-c1ccccc1 | -0.8% | 1% | i | 2% | 0% | -7% | i | 26% | i | i | 7%
O=C(c1cnc2sccn2c1=O)N(Cc1ccccc1)c1ccccn1 | -1.0% | -2% | · | · | 3% | ? | · | · | · | · | -2%
O=C(CCCN1C(=O)CCC1=O)Nc1ccc2c(c1)OCCO2 | -0.1% | 0% | i | 9% | 1% | -7% | i | -3% | i | i | 13%
COc1cc(C(=O)OCC(=O)c2cc(C)n(C)c2C)cc(NC(=O)c2ccco2)c1OC | -4.0% | 4% | 9.3e-08M* | 0% | 0% | 3.2µM* | ? | -22% | 9.5e-08M* | i | 0%
Cc1ccc(C2=N/C(=C/N3CCOCC3)C(=O)O2)cc1 | 0.4% | -9% | ? | 0% | 20µM* | 4% | i | 5% | ? | i | 3%
c1cc2c(cc1C(N1CCNCC1)N1CCNCC1)OCO2 | 0.7%[9.22 µM] | 0%[11 µM] | i | -1%[9.22 µM] | 3%[11.4 µM] | 7%[7.6 µM] | i | -27%[11.5 µM] | i | i | 7%[9.17 µM]
O=C(Nc1ccc2c(c1)OCCO2)C1CCN(C(=O)c2ccc(Br)cc2)CC1 | 0.3% | -1% | i | 0% | 1% | -9% | i | -27% | i | i | -1%
Clc1cccc(Nc2ncnc3c2cnn3-c2ccccc2)c1 | 0.8% | 5% | · | · | -21% | 21% | · | · | · | · | 9%
c1ccn2c(CNc3ncnc4sccc34)nnc2c1 | 0.7%[0.369 µM] | 0% | i | -2% | 2% | 17% | i | ? | i | ? | ·
CCOC(=O)N1CCC(NC(=O)C2CCN(c3nc(-c4ccc(OC)cc4)no3)CC2)CC1 | -3.8%[0.369 µM] | -1% | i | 2% | 0% | 16% | ? | -1% | i | i | 1%
N=C1C(c2nc3ccccc3s2)=C(O)CN1Cc1ccco1 | 2.1% | -6% | i | 3% | -5% | -13% | i | -23% | i | i | 3%
COc1ccc(Oc2ncc3nc(C)c(=O)n(Cc4cccc(OC)c4)c3n2)cc1 | -2.0% | 1% | i | -3%[9.22 µM] | 1%[11.4 µM] | 4µM* | i | 3% | i | i | 4%

Compound activity (PubChem)
